RTF Ca sens inh: cardiac RTF calcium sensitivity inhibitors, primary screen, biochemical, IANBD-TnC fluorescence, EC70 calcium; inhibition, % at 7.15 µM; IANBD-labeled cardiac RTF, Ca2+ fluorescence; AID 493244, 2011; Troponin I, cardiac muscle (Homo sapiens) + Troponin T, cardiac muscle (Homo sapiens) + …; 0.12% of 340,000 active;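 active = inhibition above the mean inhibition of all tested compounds plus 3 SD, cut at about 17% in these data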;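 also: assay run at fixed EC70 calcium of 1.6 mM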
CAL PDZ FP-1: CAL PDZ peptide-binding inhibitors, primary screen, biochemical, fluorescence polarization, Cer-tagged CAL PDZ, HTS. purified CAL PDZ, TMR-peptide fluorescence polarization, 1 h. 0.02% of 330,000 active. inhibition, % at 20 µM. AID 504414, 2011;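 active = highest replicate inhibition of at least 40%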;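 also: plate controls were DMSO neutral control wells for no effect and unlabeled competitor peptide control wells for full effect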
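Material: tagged CAL PDZ domain; buffer or medium: 25 mM sodium phosphate pH 7.4, 150 mM NaCl, TCEP, IgG, Thesit; compound dosing: single point, 20 µM; schedule: 1 h incubation at room temperature before polarization reading; measured by: FP readout, S and P plane fluorescence; read-out basis: percent inhibition from loss of millipolarization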
CAL PDZ FP-2: untagged CAL PDZ binding inhibitors, primary screen, biochemical, fluorescence polarization, HTS; AID 602252, 2012; purified CAL PDZ, TMR-peptide fluorescence polarization, 1 h; inhibition, % at 24.9 µM; 0.92% of 300,000 active; Golgi-associated PDZ and coiled-coil motif-containing protein (Homo sapiens), Q9HD26;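 active = mean inhibition of at least 30% with at least half of replicates also reaching 30%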;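 also: 0% = DMSO neutral control and 100% = excess unlabeled competitor peptide PRC23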
DAGLB inhibitor: DAGLB lipase inhibitors, primary screen, biochemical, fluorescence, HTS; HEK293T DAGLB membrane lysate, EnzChek fluorogenic substrate; inhibition, % at 5.17 µM; 0.059% of 340,000 active; in the data active = inhibition above about 34%;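 also: 0% = enzyme with vehicle and 100% = wells lacking enzyme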
Keap1-Nrf2 PPI: Keap1-Nrf2 protein-protein interaction inhibitors, primary screen, biochemical, fluorescence polarization, single point | Keap1 Kelch-Nrf2 peptide fluorescence polarization, 1536-well | 0.15% of 340,000 active | Kelch-like ECH-associated protein 1 (Homo sapiens), Q14145 | inhibition, % at 9.4 µM | AID 504523, 2011; in the data active = inhibition above about 12%;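 also: human Keap1 Kelch domain with fluorescein labeled Nrf2 9mer peptide probe; 0% = neutral control wells and 100% = peptide positive control; higher means more block of Keap1 binding to Nrf2 peptide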
PKA-R2B activ: activators of PKA-R2B holoenzyme, primary screen, biochemical, fluorescence polarization, Cy5-IP20, human; cAMP-dependent protein kinase catalytic subunit beta (Homo sapiens) + cAMP-dependent …; PKA-R2B holoenzyme dissociation; R2B truncated from residue 108, S112A mutant; 0% DMSO only, 100% 113 µM cGMP; activation, % at 11.4 µM; 0.079% of 340,000 active;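 active = activation above a cutoff set at the mean over all compounds plus 3 SD, cut at about 18% in these data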;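 also: higher means more holoenzyme dissociation and a rise in polarization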
Target sequence (P31323 whole entry, looked up, other chains not shown, the tested form may be a part): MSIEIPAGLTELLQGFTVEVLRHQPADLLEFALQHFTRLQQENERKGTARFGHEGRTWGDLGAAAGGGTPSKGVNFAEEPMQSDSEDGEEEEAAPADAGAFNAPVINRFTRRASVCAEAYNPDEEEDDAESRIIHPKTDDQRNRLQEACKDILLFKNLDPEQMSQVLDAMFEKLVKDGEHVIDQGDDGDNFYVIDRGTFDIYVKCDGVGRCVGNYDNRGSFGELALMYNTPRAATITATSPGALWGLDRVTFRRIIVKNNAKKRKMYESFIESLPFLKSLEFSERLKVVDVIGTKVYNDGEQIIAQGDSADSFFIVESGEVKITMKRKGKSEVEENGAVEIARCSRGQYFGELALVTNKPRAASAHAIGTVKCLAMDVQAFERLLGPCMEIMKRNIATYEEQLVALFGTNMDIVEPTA
SR-BI uptake up: activators of SR-BI mediated DiI-HDL uptake, primary screen, ldlA[mSR-BI] CHO cells, DiI fluorescence. 3 h; 100 = double the neutral-control signal. activation, % at 12.5 µM. 0.096% of 320,000 active. AID 504775, 2011;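 active = mean replicate activation of at least 60% and every replicate at or above 60%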;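 also: 0% = median plate neutral-control signal and 100% = twice that signal; values of inactives mirror those of a sister screen read the other way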
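Test system: SR-BI-overexpressing, LDLR-lacking CHO cells; Also added: labelled HDL, 10 µg/mL; Measured by: bottom-read cell fluorescence after medium removal, ex 550/em 595 nm; Timing: 3 h uptake period with compound, 37 °C; Buffer or medium: F12, 0.5% BSA, 25 mM HEPES; Doses: single compound concentration, delivered by pin transfer.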
cardiac RTF act: cardiac RTF calcium sensitivity activators, primary screen, biochemical, IANBD-TnC fluorescence, EC20 calcium; Troponin I, cardiac muscle (Homo sapiens) + Troponin T, cardiac muscle (Homo sapiens) + …; IANBD-labeled TnC RTF fluorescence at EC20 calcium; 0% EC20 calcium, 100% full calcium; activation, % at 7.2 µM; 0.24% of 340,000 active; AID 493008, 2010;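 active = activation above the mean over all tested compounds plus 3 SD, cut at about 30% in these data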;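 also: rise in fluorescence read as greater calcium sensitivity of cardiac thin filaments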
C-LANA FP: inhibitors of KSHV C-LANA binding to DNA, primary screen, biochemical, fluorescence polarization, FAM-LBS DNA, MBP-C-LANA, single point; AID 504423, 2011; 0.078% of 340,000 active; inhibition, % at 9 µM;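 active = highest replicate inhibition at or above 60% at 9 µM, even if other replicates fall short; inactive = all replicates below 60% inhibition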;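 also: 0% = neutral control wells and 100% = 4 µM acridine orange control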
Rtt109 HAT inh: inhibitors of C. albicans Rtt109/Vps75 HAT, primary screen, biochemical, ThioGlo CoA-SH fluorescence, plate reader; Histone acetyltransferase RTT109 (Candida albicans (strain SC5314 / ATCC MYA-2876)), …; purified Rtt109/Vps75, 4 h; inhibition, % at 34.9 µM; 0.16% of 330,000 active; AID 540336, 2011;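 active = inhibition of at least 50% in every replicate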
Target sequence (Q5AAJ8 whole entry, looked up): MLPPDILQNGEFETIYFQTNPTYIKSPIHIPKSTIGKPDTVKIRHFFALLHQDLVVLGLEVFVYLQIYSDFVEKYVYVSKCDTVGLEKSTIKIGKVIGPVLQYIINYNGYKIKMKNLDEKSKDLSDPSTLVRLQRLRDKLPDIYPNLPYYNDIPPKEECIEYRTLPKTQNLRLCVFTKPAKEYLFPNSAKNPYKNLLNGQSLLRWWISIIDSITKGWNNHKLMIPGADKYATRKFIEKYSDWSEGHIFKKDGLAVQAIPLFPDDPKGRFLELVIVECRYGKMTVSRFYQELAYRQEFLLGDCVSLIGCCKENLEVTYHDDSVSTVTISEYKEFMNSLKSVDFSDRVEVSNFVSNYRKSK
Active calls of the source: *; nt = no result given.

SMILES	RTF Ca sens inh	CAL PDZ FP-1	CAL PDZ FP-2	DAGLB inhibitor	Keap1-Nrf2 PPI	PKA-R2B activ	SR-BI uptake up	cardiac RTF act	C-LANA FP	Rtt109 HAT inh
CCCc1cc2c(cc1NC(=O)Cc1ccccc1)OCO2	-6	-0.8	-2	-3	-6	-7	4	-6	-1.8	nt
CCn1cc([N+](=O)[O-])c(C(=O)N2CCCC2)n1	3	nt	0	-2	-6	-3	6	3	0.2	6
Cc1ccc2c(c1)N(CC(=O)NCCCc1ccccc1)C(=O)c1cccnc1O2	1	-0.9	4	-1	-1	0	9	4	1.7	10
CCCCNC(=O)Nc1ccnn1C1CCCCC1	7	1.1	-2	4	-2	-7	17	4	0.9	-7
Cc1oc(-c2cccc(Cl)c2)nc1CN1CCCC(C(=O)NC(C)c2ccc3c(c2)OCCO3)C1 (stereo not given)	-9	-1.1	1	-6	-11	-8	-59	5	-4.2	3
CC(=O)OCc1nc2sc3c(c2c(=O)[nH]1)CCCC3	9	-1.7	-3	1	3	-3	42	-1	-2.1	18
COc1ccc(/C=C/C(=O)OCC(=O)Nc2ccc(C)cc2)cc1S(=O)(=O)N1CCOCC1	-8	-2.4	-1	-2	-3	2	-28	-6	0.2	16
Cc1ccc(CCNC(=O)C2CC(=O)N(C3CCCCC3)C2)cc1 (stereo not given)	1	-2.8	-4	1	-1	6	11	-2	0.0	-15
COc1ccc(CNC(=O)COC(=O)Cc2ccsc2)cc1	-17	-0.7	-1	1	-3	-16	23	1	0.7	-8
CN(C)C(=O)c1ccc(-c2n[nH]c(=O)c3ccccc23)cc1	1	-0.2	0	-1	0	9	8	5	0.3	-1
CCOC(=O)CSc1nc(C2CC2)cc(-c2ccc(F)cc2)c1C#N	-15	-1.0	-3	-20	-4	-8	-72	0	-1.0	-3
CCCOC(=O)/C(=C\C=C\c1ccccc1)NC(=O)c1ccccc1	-5	-1.9	nt	-8	3	10	-48	6	0.7	12
CCOC(=O)C1CCN(C(c2cccs2)c2sc3nc(C)nn3c2O)CC1 (stereo not given)	-1	-1.0	nt	0	-5	7	-3	0	-0.7	-5
CCCn1c(SCC(=O)NC2CCCCC2)nnc1-c1ccccn1	-4	-1.6	nt	-2	2	1	10	-3	0.1	1
COc1cccc(C(=O)OCC(=O)N2CCc3ccccc3C2)c1	0	0.3	-5	-1	3	1	5	3	0.4	-7
CC(C)[C@H](NC(=O)c1ccccc1Cl)C(=O)Nc1nc(-c2ccccn2)cs1	9	-0.5	0	0	-7	-5	-33	-2	-2.1	2
Cc1cccc(C(=O)N2CCN(Cc3ccc4c(c3)OCO4)CC2)c1	3	-1.5	nt	-1	-5	1	5	6	-1.1	4
COc1cccc(OCCN2CCN(c3ncnc4c3cnn4-c3ccccc3)CC2)c1	-1	-2.4	-6	-9	-1	-6	-44	0	0.6	7
Cn1nccc1C(=O)c1ccc(Cl)cc1	2	0.0	nt	-7	-3	5	2	-2	1.0	5
CCC(=O)Nc1ccccc1N1CCN(c2ccc(F)cc2)CC1	0	6.9	7	-2	2	19*	-10	-2	-1.0	0
CCn1c(SCC(=O)N2CCOCC2)nnc1-c1cccs1	-1	0.8	-2	0	2	-9	17	-2	0.5	-5
COc1cccc(C(=O)NC2CC3CCCC(C2)N3CC(=O)Nc2ccccc2C(F)(F)F)c1 (stereo not given)	-15	-1.7	-4	-4	-3	-2	nt	3	0.8	18
C[C@H](CO)N1C[C@H](C)[C@@H](CN(C)C(=O)Nc2ccc3c(c2)OCO3)Oc2c(NS(=O)(=O)c3ccccc3)cccc2C1=O	9	-1.7	2	-2	6	9	-22	-4	7.3	6
COc1ccc(Cl)cc1NC(=O)CN(C)C(=O)c1cc2ccccc2cc1OC	0	-1.4	-1	1	-5	4	-37	-7	-0.4	2
Nc1nnc(-c2ccc(Cl)c(Cl)c2)s1	-15	-2.0	nt	-4	-7	0	11	0	-0.4	10
S=C(c1ccc(N2CCCC2)c(Br)c1)N1CCCCC1	-4	-1.3	1	-6	2	7	-39	0	-0.1	-2
COc1cc(C(=O)Nc2nccs2)c(Br)c(OC)c1OC	-8	-1.1	-4	0	-1	4	-17	1	0.7	-3
O=C(CNc1cccc(S(=O)(=O)N2CCCC2)c1)Nc1cccc(Br)c1	-4	-1.7	-4	-1	1	0	10	-9	-0.8	15
CSc1ncccc1C(=O)OCC(=O)c1ccc(C)s1	4	-0.9	nt	-3	0	-9	14	-5	0.2	-2
Cc1oc(-c2ccccc2)cc1C(=O)Nc1ccccc1	6	-1.6	0	-6	-7	-1	nt	8	-0.3	-15

(continued)
SMILES	RTF Ca sens inh	CAL PDZ FP-1	CAL PDZ FP-2	DAGLB inhibitor	Keap1-Nrf2 PPI	PKA-R2B activ	SR-BI uptake up	cardiac RTF act	C-LANA FP	Rtt109 HAT inh
COc1ccc(C(=O)NC2CC2)cc1OC1CCN(C/C=C/c2ccccc2)CC1	1	-1.9	1	3	-6	0	8	-2	1.5	5
CCC(C)NC(=O)c1ccc(-n2c(=S)[nH]c3ccccc3c2=O)cc1 (stereo not given)	2	0.3	6	0	-3	-5	-20	-6	-1.5	0
COc1ccc(-c2cc(-c3ccccc3)nc(Cl)n2)cc1OC	2	0.5	-7	-2	1	-7	-24	2	-3.5	-6
COc1ccc2c(c1OC)C(=O)N1C2SC[C@H]1C(=O)NC1CCCC1 (stereo not given in full)	-7	-2.1	-7	-10	-4	6	36	-8	-0.7	-7
C=CCNC(=O)NS(=O)(=O)c1ccc(C)cc1	-57	-0.7	-3	1	-3	6	9	-3	0.5	0
O=C(COc1ccccc1)Nc1c2c(nn1-c1ccccc1)CS(=O)C2 (stereo not given)	7	-1.1	1	1	-3	4	10	-6	0.1	-1
COC(=O)C1=C(C)NC(C)=C(C(=O)OC)C1C(=O)OCC(=O)c1ccc(Br)cc1	-6	-0.3	-3	-1	-5	16	-14	-4	-3.4	1
OCCNCC12CC3CC(CC(C3)C1)C2	4	-0.4	5	-2	3	3	15	-2	-1.5	1
Cc1cc(-c2cc(C(=O)NCc3ccccc3)on2)nc(NCC2CC2)n1	5	-1.8	-3	-5	1	-3	-5	-8	0.5	-3
COc1ccc(Cl)cc1-c1nc(SCC(=O)NC(C)(C)C)n[nH]1	-5	-1.7	-1	-2	-2	1	-22	7	-0.2	-9
O=C(Cc1ccc2c(c1)OCCO2)N1CCN(S(=O)(=O)c2cccc(Cl)c2Cl)CC1	-9	-3.3	-2	0	-3	-2	-1	1	-1.3	-6
COc1ccc2[nH]cc(S(=O)(=O)c3ccc(C)cc3)c2c1	-1	-2.4	-2	-1	-1	-8	16	2	1.5	-10
COc1ccccc1N1CCN(C2CCCN(C(=O)C3=NN(C)C(=O)CC3)C2)CC1 (stereo not given)	-8	-1.9	3	2	4	-3	-5	0	0.0	8
CC(CN1CCCCC1)NC(=O)c1cc(-c2ccccn2)nc2ccc(Cl)cc12 (stereo not given)	-8	-0.1	-2	0	1	8	-23	3	-1.4	1
COc1ccc(/C=N/c2c(-c3ccc(OC)cc3)nc3n2CCS3)cc1	-17	1.5	-1	1	2	-1	-70	1	-0.5	0
Cc1ccccc1-c1nsc(SCC(=O)Nc2ccc3c(c2)OCO3)n1	2	-2.0	-2	-9	4	-7	9	2	-2.9	2
Cc1ccc(C(=O)NCC(=O)OC2CCCCC2=O)cc1C (stereo not given)	-2	0.2	1	3	3	5	7	2	2.6	5
O=[N+]([O-])c1ccc(N2CCN(c3ccc([N+](=O)[O-])cc3CO)CC2)c(CO)c1	-19	0.5	-6	-2	-4	-3	-46	1	1.7	1
CCc1cc(=O)oc2c(C)c(OCC(=O)N3CC[C@@]4(O)CCCC[C@H]4C3)ccc12	9	-0.2	-2	2	-4	3	-36	3	0.6	-2
Cc1ccc(NS(=O)(=O)c2cccc(C(=O)O)c2)c(C)c1	-12	-1.3	-7	0	2	-4	10	1	-0.2	5
O=C(CSc1nnc(-c2cccc(F)c2)o1)N1CCOCC1	8	-2.2	-2	0	2	-11	24	1	-0.1	4
COc1ccccc1NC(=O)CSCc1cc(=O)n2c(C)csc2n1	-19	-1.3	-6	-1	2	-5	0	-2	2.1	2
Cc1ccc(CNc2nc(Cl)c(C#N)s2)cc1	6	-4.8	0	2	0	5	5	-3	-0.3	-3
C=CCNC(=O)CN1CCC(n2c(C)nc3cc(C(F)(F)F)ccc32)CC1	0	-0.3	-4	0	-5	-6	-6	-1	2.5	-5
CN(C)/C=N/c1cc(=O)n(C)c(=O)n1Cc1ccccc1	6	0.7	-1	3	-1	-5	13	11	-3.0	4
COc1ccc(NS(=O)(=O)c2ccc3c(c2)NC(=O)CCS3)cc1Cl	-3	-2.1	-5	1	-2	-13	15	-5	-0.2	-3
Cc1cccc2cc(CN(CCN(C)C)C(=S)NCc3ccco3)c(=O)[nH]c12	-11	-3.3	0	0	-11	-2	42	-3	2.3	0
CN(C)S(=O)(=O)c1ccc(C(=O)NC(=O)CSc2nnnn2C)cc1	-1	-0.9	-3	-2	-4	3	8	4	4.1	-1

Part of the list above, with the structure last:
RTF Ca sens inh	CAL PDZ FP-1	CAL PDZ FP-2	DAGLB inhibitor	Keap1-Nrf2 PPI	PKA-R2B activ	SR-BI uptake up	cardiac RTF act	C-LANA FP	Rtt109 HAT inh	Structure
9	-0.2	-2	2	-4	3	-36	3	0.6	-2	CCc1cc(=O)oc2c(C)c(OCC(=O)N3CC[C@@]4(O)CCCC[C@H]4C3)ccc12
-3	-2.1	-5	1	-2	-13	15	-5	-0.2	-3	COc1ccc(NS(=O)(=O)c2ccc3c(c2)NC(=O)CCS3)cc1Cl
-6	-0.3	-3	-1	-5	16	-14	-4	-3.4	1	COC(=O)C1=C(C)NC(C)=C(C(=O)OC)C1C(=O)OCC(=O)c1ccc(Br)cc1

Screening data as filed in PubChem.
